AGP1-GFP MLPCN: alters AGP1-GFP fluorescence in TOR pathway yeast screen; S. cerevisiae AGP1-GFP multiplex flow cytometry, 3 h; GFP as percent of DMSO wells; GFP response vs DMSO, % at 10 µM; hit rate 0.02% among 320,000; AID 2066;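 active = GFP response relative to DMSO above a set limit, near screen average plus 3 SD, cut at about 150% in these data; inconclusive = fewer than 70 cells counted for the yeast strain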;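 also: median GFP channel fluorescence of the gated AGP1 strain per well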
GRK2 inh: inhibitors of human GRK2 displacing RNA aptamer. P25098. inhibition of aptamer binding, % at 10 µM. hit rate 0.59% among 330,000. bead flow cytometry, FAM-aptamer displacement from GRK2;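 active = inhibition of aptamer binding above 40%, roughly 3 SD of noise, on plates passing a quality check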;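 also: median bead fluorescence of bound FAM aptamer so fluorescent compounds give negative values; no value below 0 was filed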
Target sequence (P25098 whole entry, looked up): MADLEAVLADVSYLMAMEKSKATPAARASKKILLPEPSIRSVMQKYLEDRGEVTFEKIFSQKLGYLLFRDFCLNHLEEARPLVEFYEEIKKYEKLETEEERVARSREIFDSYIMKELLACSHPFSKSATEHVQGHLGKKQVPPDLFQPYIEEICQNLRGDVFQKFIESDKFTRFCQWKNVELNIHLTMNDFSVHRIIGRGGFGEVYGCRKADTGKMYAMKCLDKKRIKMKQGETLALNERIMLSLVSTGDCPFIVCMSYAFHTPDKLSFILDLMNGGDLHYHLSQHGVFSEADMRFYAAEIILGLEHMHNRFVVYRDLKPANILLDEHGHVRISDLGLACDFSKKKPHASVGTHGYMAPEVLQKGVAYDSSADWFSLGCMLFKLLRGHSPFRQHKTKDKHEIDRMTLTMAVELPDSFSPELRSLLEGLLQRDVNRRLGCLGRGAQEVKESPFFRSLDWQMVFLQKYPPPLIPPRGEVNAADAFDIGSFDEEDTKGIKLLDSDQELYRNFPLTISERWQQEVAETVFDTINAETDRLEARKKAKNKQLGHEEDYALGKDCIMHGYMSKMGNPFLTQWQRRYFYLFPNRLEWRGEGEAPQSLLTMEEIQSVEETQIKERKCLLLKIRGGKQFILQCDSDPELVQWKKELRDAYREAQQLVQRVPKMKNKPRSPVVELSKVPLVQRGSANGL
CIT2-GFP yeast: modulators of TOR pathway CIT2-GFP in S. cerevisiae. S. cerevisiae CIT2-GFP strain, flow cytometry, 3 h; 100 means same as DMSO wells. GFP response vs DMSO, % at 10 µM. hit rate 0.065% among 320,000. AID 2029;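 active = GFP response relative to DMSO above a set limit, near the screen mean plus 3 SD, cut at about 150% in these data; inconclusive = Fewer than 70 cells measured for a yeast strain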;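 also: ratio of well median GFP fluorescence to mean of DMSO wells on the plate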
MEX-5 binding: C. elegans MEX-5 TCR-2 RNA binding activity | MEX-5/FITC-TCR2 RNA binding, fluorescence polarization; active compounds read low | activity score (negative = inhibition of binding), % at 10 µM | hit rate 0.38% among 300,000;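 active = inhibition past about -25% in most replicates, and total fluorescence under double the plate's negative control median, limit read from the data; inconclusive = replicates evenly split on the limit, or fluorescence at least double controls; inactive = too little inhibition in most replicates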;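 also: 0% = DMSO and -100% = 5 µM competing unlabeled TCR2 RNA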
Bcl-xL primary: inhibitors of human Bcl-xL; GST-Bcl-xL / FITC-Bim BH3 peptide fluorescence polarization; inhibition, % at 10.9 µM; hit rate 0.7% among 320,000; AID 2129;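 active = inhibition above the mean of all tested compounds plus 3 SD, cutoff set per campaign, cut at about 30% in these data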;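 also: 0% = DMSO wells and 100% = unlabeled Bim-BH3 peptide competitor; inhibitors lower millipolarization by displacing the labeled peptide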
Fam108B inh: Fam108B inhibition, counter-screen for RBBP9 inhibitors. recombinant Fam108B, FP-Rh probe fluorescence polarization. inhibition, % at 9.51 µM. hit rate 0.33% among 300,000;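 active = inhibition above the screen mean inhibition plus 3 SD, computed separately per campaign, cut at about 18% in these data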;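 also: inhibitors lower polarization as less probe binds the enzyme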
MCL1 BIM primary: inhibitors of human MCL1 binding to BIM-BH3 peptide. Q07820. GST-MCL1 / FITC-Bim-BH3 fluorescence polarization. inhibition, % at 10.9 µM. hit rate 0.68% among 320,000;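 active = inhibition above the mean inhibition of all tested compounds plus 3 SD, set per campaign, cut at about 40% in these data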;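 also: 0% = DMSO wells and 100% = unlabeled Bim-BH3 peptide control; higher means more loss of mP so more displacement of Bim peptide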
VLA-4 inh: inhibition in a human VLA-4 binding assay; P13612; VLA-4 expressing cells, ligand binding flow cytometry; inhibition, % (about 7 µM as worked out from the volumes in the protocol); hit rate 0.2% among 330,000; in the data active = inhibition above about 50%
GLD-1 TGE inh: GLD-1-TGE RNA interaction inhibition (C. elegans). hit rate 0.44% among 320,000. AID 2280. inhibition, % at 5.96 µM. purified GLD-1 + fluorescein TGE RNA, fluorescence polarization;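 active = percent inhibition above a per-plate cutoff, the plate mean of test compounds plus 3 SD, cut at about 30% in these data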;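 also: 0% = DMSO wells with GLD-1 and probe and 100% = wells lacking GLD-1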
Target sequence (Q17339 whole entry, looked up): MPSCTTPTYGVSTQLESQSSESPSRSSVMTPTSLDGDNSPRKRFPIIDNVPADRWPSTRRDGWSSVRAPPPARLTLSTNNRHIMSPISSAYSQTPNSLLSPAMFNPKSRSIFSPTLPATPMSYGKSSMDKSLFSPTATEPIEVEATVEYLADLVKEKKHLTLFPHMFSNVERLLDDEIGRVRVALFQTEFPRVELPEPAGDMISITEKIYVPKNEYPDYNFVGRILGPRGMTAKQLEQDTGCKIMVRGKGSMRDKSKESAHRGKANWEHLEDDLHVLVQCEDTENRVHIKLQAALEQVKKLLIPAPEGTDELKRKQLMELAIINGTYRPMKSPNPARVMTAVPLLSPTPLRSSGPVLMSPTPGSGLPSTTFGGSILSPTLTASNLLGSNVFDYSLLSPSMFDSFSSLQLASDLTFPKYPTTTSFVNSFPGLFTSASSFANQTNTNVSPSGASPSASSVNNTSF
The depositor's hits bear a star; ? = inconclusive; . = not tested or not shown; & = joins results of further samples.

SMILES | AGP1-GFP MLPCN | GRK2 inh | CIT2-GFP yeast | MEX-5 binding | Bcl-xL primary | Fam108B inh | MCL1 BIM primary | VLA-4 inh | GLD-1 TGE inh
COc1ccccc1N(C)S(=O)(=O)c1ccc(Cl)c(C(=O)NCc2cccnc2)c1 | 108 | 0 | 97 | -0.5 | 3 | -3 | 2 | -5 | 5
Cc1c(C)c2ccc(OCC(=O)NCCCn3ccnc3)c(C)c2oc1=O | 97 | 0 | 93 | -0.5 | 2 | -4 | -5 | 3 | -4
COC(=O)c1cc(Cl)c(NC(=O)c2ccco2)cc1OC | 90 | 2 | 86 | 1.1 | 4 | 2 | 1 | 7 | 9
CC(=O)N(C(C)=O)N1C(=O)c2cccc3c(N4CCOCC4)ccc(c23)C1=O | 91 | 0 | 94 | ? | 43* | 2 | 28 | -129 | 33*
O=C(CC(C(=O)O)c1ccccc1)Nc1ccccc1 (centres undefined) | 88 | 0 | 92 | 0.3 | 0 | 0 | 4 | 4 | 0
Cc1ccc(C)c(NC(=O)CS(=O)(=O)c2cccc3nsnc23)c1 | 103 | 0 | 97 | -0.7 | 6 | 0 | 1 | -6 | -9
CS(=O)(=O)c1nc(S(=O)(=O)c2ccc(Cl)cc2)c(N2CCC3(CC2)OCCO3)s1 | 100 | 0 | 103 | 0.7 | 2 | 0 | 0 | 6 | -12
O=C(Nc1cc(C(F)(F)F)ccc1N1CCOCC1)C1CC1 | 95 | 1 | 90 | . | 0 | . | -4 | 4 | 6
CCOC(=O)Cc1nnc(NC(=O)c2ccccc2OCC)s1 | 98 | 2 | 105 | 2.5 | 1 | 6 | 0 | -6 | 4
COc1ccc(Cl)cc1NC(=O)CNc1ccccc1N1CCOCC1 | 104 | 0 | 92 | 0.0 | -6 | 1 | -2 | -13 | -3
O=S(=O)(c1ccc(Cl)c2ccccc12)N1CCCC1 | 106 | 0 | 106 | -2.7 | 3 | 2 | 6 | 3 | 4
c1ccc2c(NCC3CCCO3)nc(N3CCOCC3)nc2c1 (centres undefined) | ? | 1 | ? | -2.8 | 5 | -1 | 4 | 14 | 3
CCOc1ccc2nc(N3CCOCC3)nc(C)c2c1 | 105 | 0 | 97 | -7.6 | 4 | 3 | -10 | 8 | 3
COCc1c(Br)c(C)nc2sc3c(=O)[nH]nnc3c12 | 84 | 0 | 90 | 1.7 | 5 | 6 | -3 | -2 | -4
CC(C)c1ccc(N2C(=NC(=O)C3CC3)SC3CS(=O)(=O)CC32)cc1 (centres undefined) | 108 | 2 | 113 | 0.1 | 3 | -1 | 2 | -6 | 3
O=C(CN(c1ccccc1)S(=O)(=O)c1ccccc1[N+](=O)[O-])Nc1ccccc1C(=O)N1CCOCC1 | 96 | 0 | 91 | 0.8 | 1 | -2 | 5 | 2 | -4
COc1cc(OC)nc(NC(=O)NS(=O)(=O)c2ccc(OC(F)(F)F)cc2)n1 | 95 | 1 | 91 | 0.4 | 2 | 1 | 1 | 11 | -2
Cc1cc(C)nc(Nc2nc(=O)c3ccccc3s2)n1 | 102 | 1 | 100 | -0.8 | 11 | 0 | 21 | -7 | 3
COc1ccc(C(C(=O)NCc2ccccc2)N(Cc2cccs2)C(=O)c2cnccn2)cc1 (centres undefined) | 106 | 1 | 113 | 3.2 | 7 | 2 | 7 | -7 | 7
CC(C(=O)N1CCN(C(=O)c2ccco2)CC1)N1C(=O)NC2(CCCCC2C)C1=O (centres undefined) | 91 | 0 | 90 | . | 5 | . | 13 | 18 | 6
COc1cccc(CN(C)C(=O)Cc2c[nH]c3ccccc23)c1 | 100 | 3 | 99 | 1.7 | -3 | 3 | -6 | 12 | 3
CC(=O)Nc1nc2c(ccc3ccccc32)s1 | 102 | 2 | 89 | 0.0 | -4 | -3 | -6 | 11 | 0
CN(C)CCCNC(=O)N1c2ccccc2C=Cc2ccccc21 | 99 | 2 | 108 | -3.4 | 1 | -3 | 5 | 3 | -2
COC(=O)C1=C(N)Oc2cc(C)n(C)c(=O)c2C1c1ccc(Cl)c(Cl)c1 (centres undefined) | 104 | 3 | 96 | 0.3 | 7 | 0 | 2 | 14 | -5
O=c1oc2ccc3ccccc3c2cc1-c1nc2ccccc2o1 | 66 | 0 | 93 | -76* | 15 | -20 | 5 | 16 | 6
Continuation.
SMILES | AGP1-GFP MLPCN | GRK2 inh | CIT2-GFP yeast | MEX-5 binding | Bcl-xL primary | Fam108B inh | MCL1 BIM primary | VLA-4 inh | GLD-1 TGE inh
O=C(NCC(c1cccnc1)N1CCOCC1)C1CCCCC1 (centres undefined) | 106 | 3 | 106 | -0.3 | 9 | 2 | 13 | 1 | 0
Cc1ccc(S(=O)(=O)N2CCOCC2)cc1NC(=O)Cn1cc(C(F)(F)F)cc(Cl)c1=O | 111 | 0 | 99 | 0.6 | -5 | 2 | -5 | 9 | -11
COc1ccc(NC(C)=O)cc1CNC(=O)CN1CCOCC1 | 102 | 1 | 101 | -0.4 | 5 | -4 | 11 | 4 | -13
COc1ccccc1NS(=O)(=O)c1cccc(NC(=O)c2nc3nc(C)cc(C)n3n2)c1 | 99 | 0 | 100 | 1.0 | 1 | -5 | -4 | 21 | 1
O=C(c1ccccc1)[C@H]1[C@H](c2ccccc2)[C@@]2(N=C(c3ccccc3)OC2=O)C2c3ccccc3C=NN21 (some centres undefined) | 107 | 1 | 98 | 2.7 | 4 | 1 | 7 | 0 | 0
Cc1ccnc(NC(=O)c2sc3cc(Cl)ccc3c2Cl)c1 | 96 | 3 | 101 | -0.2 | 1 | 2 | -2 | 6 | 2
CC(C)CCN1C(=O)c2ccc(-c3nc4ccccc4c(=O)o3)cc2C1=O | 100 | 1 | 96 | -0.4 | 1 | 3 | -1 | 17 | -2
CC1CN(C(=O)COC(=O)c2ccc(Cl)c(S(=O)(=O)N3CCCCC3)c2)CC(C)O1 (centres undefined) | 104 | 3 | . | -1.9 | 4 | -4 | -2 | 12 | 3
N#CC1=C(N)Oc2cc(O)ccc2C1c1ccc(Br)s1 (centres undefined) | 97 | 1 | 106 | -2.2 | . | . | . | 1 | .
O=C(CSc1nnc(NC2CCCCC2)s1)Nc1ccc2c(c1)C(=O)c1ccccc1C2=O | 92 | 0 | 100 | 0.0 | 15 | 42* | 15 | -6 | 12
Cc1ccc(S(=O)(=O)N(C)CC(=O)NCC(=O)Nc2ccc(F)c(F)c2F)cc1 | 100 | 3 | 89 | . | . | . | . | 15 | -3
Cc1cnc(NC(=O)CSc2nc3ccccc3c(=O)[nH]2)s1 | 98 | 4 | 88 | -3.4 | 2 | 2 | 1 | 12 | 3
CCOC(=O)C(=NC1CCS(=O)(=O)C1)NNc1ccc(Br)cc1 (centres undefined) | 96 | 0 | 112 | 0.9 | 3 | 3 | 0 | 24 | 7
CCNC(=S)N=Nc1c(O)n(Cc2ccc(Cl)cc2)c2ccccc12 | 102 | 0 | 100 | -2.9 | -1 | -6 | 5 | 14 | 4
Nc1c(N(CCCO)C(=O)C2CCCC2)c(=O)[nH]c(=O)n1Cc1ccccc1 | 96 | 5 | 87 | . | 1 | . | 6 | 8 | 5
COc1ccc(OC(=O)c2c(C)nn(-c3ccccc3)c2C)cc1 | 99 | 4 | 87 | 0.4 | 4 | 1 | 2 | 5 | 0
Cc1cc2c3c(c1)C1(C(=O)N3C(C)(C)CC2C)C(C#N)=C(N)Oc2n[nH]c(C)c21 (centres undefined) | 101 | 0 | 104 | 1.2 | 5 | 3 | 14 | -2 | 0
CC(c1ccco1)N(C(=O)COc1ccc(Cl)cc1Cl)c1ccccn1 (centres undefined) | ? | 0 | ? | -0.9 | 8 | -1 | 10 | 1 | -2
COc1cccc(CNCCO)c1OCc1ccccc1Cl | 95 | 0 | 91 | -1.4 | 1 | -1 | 5 | 0 | 2
CCN(Cc1ccccc1)CC(O)COC(c1ccc(OC)cc1)c1ccc(OC)cc1 (centres undefined) | 98 | 0 | 105 | -1.4 | 0 | -7 | 0 | -7 | 3
CS(=O)(=O)N1CCN(C(=O)C(Sc2ccccc2)c2ccccc2)CC1 (centres undefined) | 110 | 1 | 112 | . | 4 | -3 | 6 | 7 | 1
CC(=O)Nc1ccc(S(=O)(=O)NCCNS(=O)(=O)c2ccc(NC(C)=O)cc2)cc1 | 98 | 1 | 105 | -0.8 | 12 | 1 | 2 | 2 | -3
Cc1nc(-c2ccc(NS(=O)(=O)c3ccccc3)cc2)cs1 | 99 | 0 | 98 | 2.0 | 4 | 0 | 5 | -3 | 2
CC1CCC(=O)N(CCOc2ccccc2)CC1 (centres undefined) | 93 | 1 | 105 | -1.4 | 6 | 1 | 11 | 1 | 2
COc1ccc(CNCC(=O)Nc2sccc2C#N)cc1 | 106 | 4 | . | -3.6 | -2 | 0 | -1 | 4 | -2

Full records, quoted from the list. Order of screens: AGP1-GFP MLPCN, GRK2 inh, CIT2-GFP yeast, MEX-5 binding, Bcl-xL primary, Fam108B inh, MCL1 BIM primary, VLA-4 inh, GLD-1 TGE inh
`O=C(c1ccccc1)[C@H]1[C@H](c2ccccc2)[C@@]2(N=C(c3ccccc3)OC2=O)C2c3ccccc3C=NN21` (some centres undefined) across the screens: 107, 1, 98, 2.7, 4, 1, 7, 0, 0
`COc1cccc(CNCCO)c1OCc1ccccc1Cl` across the screens: 95, 0, 91, -1.4, 1, -1, 5, 0, 2
`CC(C)CCN1C(=O)c2ccc(-c3nc4ccccc4c(=O)o3)cc2C1=O` across the screens: 100, 1, 96, -0.4, 1, 3, -1, 17, -2

Later entries
SMILES | AGP1-GFP MLPCN | GRK2 inh | CIT2-GFP yeast | MEX-5 binding | Bcl-xL primary | Fam108B inh | MCL1 BIM primary | VLA-4 inh | GLD-1 TGE inh
Cc1ccc(N2CCN(S(=O)(=O)N3CCCCC3)CC2)cc1Cl | 107 | 1 | 111 | 0.5 | 3 | 2 | 2 | 4 | -1
Oc1c(C=C2N=c3ccccc3=N2)sc(=S)n1C1CCCCC1 | 112&109 | 34&28 | 114&113 | -0.8&-0.6 | 2&1 | 2&3 | 6&2 | -2&8 | 6&-3
COCCN1CCN(Cc2nc(C3(c4ccc(C)cc4)CCCC3)no2)CC1 | ? | 1 | 79 | 0.2 | 6 | 0 | 1 | 7 | 2
N=C(SC1CC(=O)N(c2ccc(F)cc2)C1=O)N1N=C(c2ccccc2)CC1c1ccccc1 (centres undefined) | 97 | 0 | 102 | 1.3 | 1 | 0 | 1 | -15 | -2
COc1ccc(NC(=O)NS(=O)(=O)c2ccc(C)cc2)c(OC)c1 | 101 | 0 | 98 | -1.5 | 5 | -1 | 2 | -6 | -2
COc1ccccc1CNC(=O)c1cc(-c2ccncc2)nc2c(Cl)cccc12 | 101 | 1 | 107 | -0.4 | 2 | -2 | 0 | 6 | 0
CN(C)c1ccc(C(=S)N2CCNCC2)cc1 | 116 | 0 | 105 | 0.3 | 3 | 3 | -1 | -17 | -2
C#CCN(C(=O)c1ccc(OC2CCN(C(=O)CCOC)CC2)cc1)C1CCCCC1 | 101 | 3 | 103 | 0.2 | . | . | . | -9 | .
Cn1c(CN2CCC(C(N)=O)CC2)c(C#N)c2ccccc21 | 106 | 0 | 112 | 1.0 | 7 | 2 | 4 | -1 | 0
O=C(Nc1ccc(Cl)c(Cl)c1)c1ccccc1NC(=O)C1CC=CCC1C(=O)O (centres undefined) | 99 | 1 | 102 | . | . | . | . | -2 | .
Cc1cccn2c(=O)c(/C=C(\C#N)C(N)=O)c(Oc3ccccc3)nc12 | 117 | 0 | 113 | -2.0 | 4 | 0 | 7 | 3 | 4
COc1cc([N+](=O)[O-])ccc1NC(=O)CN1CCc2cc(OC)c(OC)cc2C1 | 98 | 0 | 100 | 0.7 | . | . | . | 2 | .

Screening results from PubChem BioAssay.
